SIAH1 antagonists: blockers of Siah-1 interaction with plectin peptide – biochemical, fluorescence polarization, rhodamine-plectin, uHTS, primary screen (AID 1817) | 290,000 compounds, 0.02% hits | Siah-1 / rhodamine-plectin peptide fluorescence polarization; higher % means a stronger effect | displacement, % at 20 µM, or IC50 in µM where a hit was titrated;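 active = displacement of at least 50% at 20 µM, with a fluorescence ratio check between 0.3 and a set limit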;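 also: plate controls were Siah plus tracer with DMSO for no effect and tracer alone without Siah for full effect; strong numbers were not always called active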
TNAP activation fold: human TNAP enzyme activators, primary screen, biochemical, luminescent, no phosphate acceptor, uHTS (AID 1001); purified TNAP, luminescent activation assay, no phosphate acceptor; higher activation fold means a stronger effect; activation fold at 20 µM, or EC50 in µM where a hit was titrated; 200,000 compounds, 0.03% hits; in the data active = activation fold from about 3, or a potency from the dose series; inactive = the rest, 99 in 100 with activation fold below about 1.6; also: many of its hits are not listed in these tables
Salmonella PhoP GFP: PhoP-dependent GFP reporter repression – Salmonella Typhimurium, primary screen (AID 1863); S. Typhimurium PhoP-regulated promoter GFP reporter, 4 h; higher % means a stronger effect; one-dose inhibition, % at 50 µM; IC50 in µM for titrated hits; 300,000 compounds, 0.16% hits;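 active = inhibition over 29.93%, a cutoff 3 SD above the screen mean, later confirmed by dose response; inconclusive = inhibition over 29.93% but no dose response follow-up; inactive = inhibition at most 29.93% or unconfirmed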;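 also: 0% = low Mg2+ inducing control and 100% = high Mg2+ repressing control; strong numbers were not always called active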
Myeloid diff MLP: compounds promoting myeloid differentiation | ER-HoxA9 myeloid progenitors, lysozyme-GFP differentiation, flow cytometry | calls only at 10 µM | 360,000 compounds, 1% hits | AID 624256;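 active = normalized GFP-positive differentiation at or above the plate's own cutoff, the solvent-only control mean plus 3 SD; inconclusive = no clear call, values can overlap the other calls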;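 also: cells exposed to compound for four days before flow analysis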
RSV CPE inhibition: inhibition of RSV-induced cytopathic effect – HEp-2 cells, primary 10 µM value included (AID 2391); HEp-2 cells, RSV-induced CPE inhibition; higher % means a stronger effect; CPE inhibition, % at 10 µM, or IC50 in µM where a hit was titrated; 310,000 compounds, 0.13% hits; in the data active = a potency from the dose series; inconclusive = CPE inhibition mostly from about 23% at the one dose, without a potency; inactive = the rest, 99 in 100 with CPE inhibition below about 21%; also: strong numbers were not always called active
WT yeast gro inh: growth inhibition of WT yeast, mitochondrial fusion screen; inhibition, % at 10 µM; 190,000 compounds, 2.1% hits; mitochondrial fusion phenotypic screen, WT strain; in the data active = inhibition above about 58%; tested in S. cerevisiae
XIAP antagonists: XIAP antagonists, biochemical, IAP family, fluorescence polarization (AID 1018). XIAP BIR domain, fluorescence polarization peptide displacement; higher % means a stronger effect. displacement, % at 20 µM; hits with a dose series show IC50 in µM. 200,000 compounds, 0.007% hits; in the data active = displacement above about 50%; also: a part of the inactive calls stands beside numbers as strong as those of hits
human PMI inhibitors: MPI inhibition at elevated mannose 6-phosphate – biochemical, fluorescence intensity, high mannose 6-phosphate, primary screen (AID 1220); recombinant PMI enzyme, coupled fluorescence intensity; higher % means a stronger effect; one-dose inhibition, % at 20 µM; IC50 in µM for titrated hits; 190,000 compounds, 0.66% hits
PMI inhibitors: inhibitors of human PMI, primary screen, biochemical, fluorescence intensity, coupled assay (AID 1209). purified PMI enzyme, coupled fluorescence intensity; higher % means a stronger effect. one-dose inhibition, % at 20 µM; IC50 in µM for titrated hits. 190,000 compounds, 0.42% hits;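 also: plate controls were DMSO vehicle for no effect and wells lacking substrate for full effect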
WT yeast gro inh mutant strain: recorded beside WT yeast gro inh, whose call it bears; inhibition, %; mitochondrial fusion phenotypic screen, mutant strain inhibition
Myeloid diff MLP GFP+ MAC1+ %: second read-out of Myeloid diff MLP, no call of its own (marks repeat the call); GFP+ MAC1+ double positive, %; measured here: differentiation confirmed by MAC1 staining
* = called active by the depositor; i = inactive; ? = inconclusive; · = not tested or not shown; & = joins results of further samples. Rule as the data show it, unless noted: active = inhibition above about 50%; inactive = the rest.

#	molecule	SIAH1 antagonists	TNAP activation fold	Salmonella PhoP GFP	Myeloid diff MLP	Myeloid diff MLP GFP+ MAC1+ %	RSV CPE inhibition	WT yeast gro inh	WT yeast gro inh mutant strain	XIAP antagonists	human PMI inhibitors	PMI inhibitors
1	O=C(c1ccc(COc2ccccc2Cl)o1)N1CCN(Cc2ccc3c(c2)OCO3)CC1	3%&2%	1&0.9	15%&-6%	i	0.7&0.5	11%&5.2%	39&3	19&-8	-4.1%&-3.1%	14%&-2%	15%&-5%
2	O=C(c1ccc(Cl)cc1)N1CCN(c2ccc(F)cc2)CC1	8%	1.1	2%	i	2.3	0.1%	71*	33*	0.2%	-31%	-23%
3	CCC1Oc2ccc(C)cc2N(CC(=O)NCCCN2CCCCC2CC)C1=O (stereo not given)	2%	1.1	-1%	i	0.4	0.7%	81*	20*	-2.3%	9%	6%
4	COCCOC(=O)C1=C(C)NC2(O)c3ccccc3C(=O)C12O (stereo not given)	-2%	1.1	1%	i	0.4	1.1%	4	3	-4.0%	·	70%*
5	COC(=O)C1CC(=O)c2ccsc2C1 (stereo not given)	5%	1	9%	i	1.3	-0.4%	10	-1	-3.6%	-4%	-1%
6	O=C(CCCOc1ccc(Cl)cc1Cl)NCCCn1ccnc1	2%	1	5%	i	0.0	-0.1%	3	5	-11%	-2%	0%
7	Cc1occc1C(=O)NNC(=S)NC(=O)COc1ccc(Cl)cc1Cl	-10%	·	14%	i	1.1	-0.2%	·	·	·	·	·
8	CS(=O)(=O)N(CC(=O)N1CCCCCC1)c1ccc2c(c1)OCCO2	2%	1.1	1%	i	5.8	0.6%	-6	24	-0.5%	2%	10%
9	O=C(Nc1cccnc1)c1cccc(-c2cc3ccccc3oc2=O)c1	19%	1	-3%	i	0.4	1.8%	1	8	-1.4%	2%	1%
10	CC(=O)NNc1ncnc2ccccc12	5%	2	3%	i	0.5	2.1%	-1	-12	-4.9%	7%	12%
11	CC(C)n1nc(C(=O)NCCc2ccc(S(N)(=O)=O)cc2)c2ccccc2c1=O	2%	1	13%	i	1.0	0.0%	2	20	-0.8%	-9%	-8%
12	COc1ccc(CSCCc2n[nH]c(=S)n2-c2ccccc2)cc1	0%	1.2	-2%	i	0.6	0.1%	8	0	-9.2%	12%	12%
13	CN1CCN(C(=O)c2ccc(CNS(=O)(=O)c3ccc(F)c(Cl)c3)cc2)CC1	2%	·	-4%	i	0.7	-1.1%	·	·	·	·	·
14	Cn1c(CNc2ccccn2)c(C#N)c2ccccc21	4%	1.1	4%	i	1.1	-0.6%	13	28	-5.6%	21%	14%
15	CC(C)(CO)NCc1cc(Br)ccc1OCc1ccccc1	3%	1.1	9%	i	5.3	-0.2%	-2	3	-6.8%	10%	10%
16	NC(=O)C1CCN(CCC(=O)Nc2ccc(Br)cc2)CC1	3%	1.1	17%	i	0.7	3.3%	0	-2	-4.4%	-7%	-2%
17	COc1ccc(NC(=O)COc2cccnc2[N+](=O)[O-])cc1OC	6%	1.1	5%	i	0.2	0.2%	-5	-13	1.9%	7%	-2%
18	O=C(/C=C/c1c(F)cccc1Cl)N1CCc2ccccc2C1	2%	·	-7%	i	0.4	?	·	·	·	·	·
19	O=C1OC(c2ccc(Cl)cc2)=N/C1=C\c1cccnc1	-3%	0.9	16%	i	1.6	1.3%	-1	-7	-5.1%	7%	5%
20	CCOC(=O)C1CCCN(C(=O)CSCc2ccccc2)C1 (stereo not given)	-1%	1.1	3%	i	0.6	1.6%	17	4	-5.3%	8%	40%
21	Cc1nc2cc(-c3cccc(Cl)c3)nn2c(N2CCN(C(=O)c3ccco3)CC2)c1C	-1%	1.1	·	·	·	·	·	·	-4.2%	3%	6%
22	Cc1ccc(NCc2nnc(SCC(=O)N3CCc4ccccc43)n2C)cc1	-4%	1	6%	i	5.7	1.2%	-27	-2	-19%	13%	10%
23	Cc1c(NC(=O)c2cc(-c3ccc(Cl)c(Cl)c3)on2)c(=O)n(-c2ccccc2)n1C	-1%	·	-2%	i	0.9	2.7%	·	·	·	·	·
24	Cc1ccc(S(=O)(=O)N2CCCCC2)cc1NC(=O)Cn1cnnn1	1%	·	-4%	i	0.3	-1.0%	·	·	·	·	·
25	CCOC(=O)Cc1ccc(NC(=O)c2ccccc2Br)cc1	0%	1	-4%	i	0.2	0.4%	-8	2	-12%	7%	9%
26	CCC(=O)N1CCN(c2ccc(Cl)cc2NC(=O)c2ccc([N+](=O)[O-])o2)CC1	-2%	·	-2%	?	·	?	·	·	·	·	·
27	CC(/C=N/n1c(C2CCCCC2)n[nH]c1=S)=C\c1ccccc1	3%	0.6	7%	i	0.8	?	89*	86*	-0.7%	11%	13%
28	Cc1cnc(NC(=O)CSc2nnc(Cc3ccccc3)n2C)s1	4%	1.1	-10%	i	0.7	-0.5%	4	10	-1.9%	13%	14%
29	Cn1cccc1Cc1nnc(SCC(=O)NCc2ccc3c(c2)OCO3)n1CCc1ccccc1	2%	1.2	-9%	i	3.3	-1.6%	-3	-18	-4.4%	13%	20%
30	CN1CCCN(S(=O)(=O)c2ccc3ccccc3c2)CC1	0%	·	10%	i	0.3	-0.9%	·	·	·	·	·
31	CC(Oc1ccccc1)C(=O)Nc1ccccc1O (stereo not given)	0%	1.1	-6%	i	0.6	-0.1%	-4	1	-6.3%	6%	5%
32	CSc1nnc(C)c(/C=C/Nc2ccc(Cl)cc2)n1	3%	0.8	-2%	i	0.1	40%	21	12	-4.2%	-41%	-16%
33	CN(C)S(=O)(=O)c1ccc(NC(=O)CN2CCN(C(c3ccccc3)c3ccccc3)CC2)cc1	4%	1.2	0%	i	1.4	1.8%	-6	-12	-7.5%	3%	2%
34	Cc1cc(/C=C2/NC(=O)N(Cc3ccccc3F)C2=O)c(C)n1C(C)C	3%	1.1	0%	i	0.6	0.7%	-2	-9	3.0%	-2%	-6%
35	COC(=O)c1c(NC(=O)Cc2ccccc2)sc2c1C(C(=O)OC)CC2 (stereo not given)	3%	1.1	0%	i	0.5	0.0%	12	-8	-5.8%	5%	5%
36	O=C(CCN1CCN(C(=O)c2ccccc2)CC1)c1ccc(Br)cc1	-4%	·	17%	i	0.2	1.8%	·	·	·	·	·
37	COc1ccc(OC)c(C(=O)COC(=O)c2c(OC)cccc2OC)c1	0%	1.1	-5%	i	0.9	1.9%	-10	4	-1.8%	12%	6%
38	O=C1C(Cl)=C(N2CCN(Cc3ccccc3)CC2)C(=O)N1Cc1ccccc1	6%	1	0%	i	0.3	17%	32	1	-5.4%	-46%	-8%
39	CCN1C(=O)NC(c2cccnc2)C(C(=O)OC)=C1C (stereo not given)	2%	1	11%	i	1.2	0.7%	0	-6	-2.5%	-2%	17%
40	COc1ccc(CCNC(=O)C2CCCN(c3nn4c(=O)cc(C)nc4s3)C2)cc1OC (stereo not given)	-3%	1.1	-5%	i	0.8	·	-9	-9	-11%	5%	3%

Arranged by the number under WT yeast gro inh mutant strain (ascending): some entries from above
| cpd | structure | SIAH1 antagonists | TNAP activation fold | Salmonella PhoP GFP | Myeloid diff MLP GFP+ MAC1+ % | RSV CPE inhibition | WT yeast gro inh mutant strain | XIAP antagonists | human PMI inhibitors | PMI inhibitors |
| --- | --- | --- | --- | --- | --- | --- | --- | --- | --- | --- |
| 29 | Cn1cccc1Cc1nnc(SCC(=O)NCc2ccc3c(c2)OCO3)n1CCc1ccccc1 | 2% | 1.2 | -9% | 3.3 | -1.6% | -18 | -4.4% | 13% | 20% |
| 40 | COc1ccc(CCNC(=O)C2CCCN(c3nn4c(=O)cc(C)nc4s3)C2)cc1OC (stereo not given) | -3% | 1.1 | -5% | 0.8 | · | -9 | -11% | 5% | 3% |
| 28 | Cc1cnc(NC(=O)CSc2nnc(Cc3ccccc3)n2C)s1 | 4% | 1.1 | -10% | 0.7 | -0.5% | 10 | -1.9% | 13% | 14% |

Further compounds follow.
#	molecule	SIAH1 antagonists	TNAP activation fold	Salmonella PhoP GFP	Myeloid diff MLP	Myeloid diff MLP GFP+ MAC1+ %	RSV CPE inhibition	WT yeast gro inh	WT yeast gro inh mutant strain	XIAP antagonists	human PMI inhibitors	PMI inhibitors
41	COc1cc(C)c(Br)cc1S(=O)(=O)N1CCOCC1	-3%	1.1	2%	i	1.3	1.2%	-3	-27	-7.2%	-4%	-9%
42	Cc1ccc(S(=O)(=O)N2CC3(C)CN(S(=O)(=O)c4ccc(C)cc4)CC(C)(C2)C3)cc1	1%	1.1	-5%	i	6.5	0.4%	7	10	-13%	-4%	0%
43	Cc1ccc(NC(=S)NC2CC3CCC(C2)N3Cc2ccco2)cc1C (stereo not given)	4%	1.2	-2%	i	5.1	-1.7%	1	-4	-2.0%	-2%	-2%
44	O=C(c1ccc(S(=O)(=O)Cc2ccccc2F)c([N+](=O)[O-])c1)N1CCCC1	15%	1.1	2%	i	0.2	-0.9%	-8	13	-2.7%	1%	-29%
45	O=C(Nc1nccs1)c1cc2c(s1)CCCCC2	0%	1.1	-1%	i	0.8	2.5%	55	56	-6.3%	11%	12%
46	S=C(Nc1ccc(Br)cc1Cl)NN1CCOCC1	0%	1.1	3%	i	0.3	0.9%	8	18	-2.3%	-5%	0%
47	CC(=O)Oc1ccc(Cl)cc1/C=C/c1cc(OC(C)=O)c2ccccc2n1	-4%	1.1	-8%	·	·	5.2%	-8	-25	-8.3%	2%	6%
48	Cc1nn(-c2ccccc2)c(Cl)c1C(=O)NCCN(C)C	13%	1.1	3%	i	0.1	-1.0%	6	6	-3.7%	-6%	-7%
49	CN(C)c1ccc(C(=O)/C=C/c2cccnc2)cc1	0%	·	-4%	?	·	4.7%	·	·	·	·	·
50	CN(C)C(=S)NC1(C)CCS(=O)(=O)C1 (stereo not given)	-2%	1.1	2%	i	0.4	0.7%	5	14	-3.9%	-6%	-3%
51	Cc1ccc(NC(=O)C2CCCN2C(=O)c2cccs2)c(C)c1 (stereo not given)	3%	·	5%	i	0.4	0.4%	·	·	·	·	·
52	C=CCNc1nc(N)c([N+](=O)[O-])c(NCc2ccccc2)n1	6%	·	2%	i	0.4	3.8%	·	·	·	·	·
53	Cc1cc(OCc2cn3cccnc3n2)ccc1Cl	-10%	1.1	17%	i	0.0	3.1%	11	22	1.6%	-6%	6%
54	CCn1c(SCC(=O)Nc2cc(NC(C)=O)ccc2OC)nnc1-c1cccnc1	-2%	1.1	-5%	i	0.2	1.1%	-6	6	-2.7%	2%	8%
55	COc1cccc(C=NCCCN=Cc2cccc(OC)c2O)c1O	4%	·	-2%	i	0.9	1.9%	·	·	·	·	·
56	Cc1ccccc1CSc1nnnn1-c1ccc(C(N)=O)cc1	4%	·	-1%	i	0.2	0.1%	·	·	·	·	·
57	COc1ccc(C)cc1NC(=O)C(=O)NNC(=O)c1ccco1	-2%	2.4	-13%	i	0.6	1.7%	4	5	-14%	24%	18%
58	Cc1cccc(C(=O)Oc2ccccc2/C=N/Nc2ccc([N+](=O)[O-])cc2)c1	0%	0.8	5%	i	1.8	5.3%	-3	-2	-1.4%	-6%	1%
59	O=C(Nc1ccc(N2CCN(Cc3ccccc3)CC2)cc1)c1cccnc1	1%	1.1	16%	i	0.7	0.4%	12	11	0.2%	6%	2%

Screening results deposited in PubChem BioAssay by several laboratories.
